RT RNaseH block: inhibitors of HIV-1 reverse transcriptase RNase H; RT-RNase H RNA/DNA duplex cleavage, fluorescence; 1.9% of 65,000 active; inhibition, % at 10 µM; P04585; in the data active = inhibition above about 50%
RmlC RmlD mix: inhibitors of RmlC and RmlD coupled enzymes; 0.39% of 110,000 active; AID 1532; inhibition, % at 5.5 µM; RmlC/RmlD coupled enzyme inhibition, 384-well mixture HTS; in the data active = inhibition above about 30%, passing the limit was not always enough; note: strong numbers were not always called active
The depositor's hits bear a star; nt = not tested or not shown. These rows are one share of the data (hit frequency here may not be typical).

SMILES	RT RNaseH block	RmlC RmlD mix
C=C1CCN(C(C)C(=O)OC)S(=O)(=O)c2ccccc21 (centres undefined)	nt	5
O=C(C1=C[C@H](c2coc3ccccc3c2=O)C[C@H](OCCCCO)O1)N1CCOCC1	nt	5
COc1ccc(CNC(=O)c2cnc(C)cn2)cc1	nt	-1
O=C(CN(c1ccc(F)cc1)S(=O)(=O)c1ccc2c(c1)OCCO2)NCc1cccnc1	nt	-10
O=C(C(Cl)Cl)N1c2ccccc2OCC1c1ccccc1 (centres undefined)	nt	-13
Cc1ccc(-n2nnnc2SCC(=O)Nc2c(C)n(C)n(-c3ccccc3)c2=O)cc1	4	0
C=CCn1c(Cc2csc(N)n2)nnc1SCC(=O)Nc1ccc(C(=O)OCC)cc1	-26	-4
C#CCOCCOCCOCCNc1nc(N2CCN(C(=O)C([C@@H](C)CC)n3cc(C(N)CO)nn3)CC2)nc(N2CCN(C(=O)[C@H](CCC(=O)O)n3cc(C(N)Cc4ccc(O)cc4)nn3)CC2)n1 (some centres undefined)	nt	-17
COc1ccc2[nH]c(=O)c(CN(Cc3ccccc3)Cc3nnnn3CC3CCCO3)cc2c1 (centres undefined)	5	3
O=C(C1CCC1)N1CCc2cc(S(=O)(=O)N3CCCCC3)ccc21	-11	nt
O=C(CCn1c(=O)sc2ccccc21)NCCN1CCOCC1	-12	-7
O=C(CSc1nc2ccccc2[nH]1)c1ccc2c(c1)OCO2	-35	1
Cc1cccc(NC(=O)CSc2nnc(-c3ccco3)c(-c3ccco3)n2)c1C	nt	122
O=C(O)CN1C(=O)CC(Cc2ccc(Cl)cc2)C1=O (centres undefined)	13	10
C[C@@H](C(=O)NCC1CC1)[C@@H]1C[C@@]1(C)[C@@H](NC(=O)OCc1ccccc1)c1ccccc1	nt	-8
CCC(=NCC1CCCO1)c1c(O)n(-c2ccccc2)c(=O)[nH]c1=O (centres undefined)	6	-9
CCOc1ccccc1NC(=O)CN(Cc1ccccc1)S(C)(=O)=O	-7	6
CCCc1nnc(NC(=O)CCC(=O)N2CCN(CCOc3ccc(C)cc3)CC2)s1	-3	-1
C=CCOC(=O)C1=C(C)NC(SCC(=O)OCC)=C(C#N)C1c1ccc(C)cc1 (centres undefined)	nt	-1
COc1cc2cc(C(c3nnnn3C(C)(C)C)N3CCc4ccccc43)c(=O)[nH]c2cc1OC (centres undefined)	7	5
CC1(C)C(C=C(Cl)Cl)C1C(=O)N1CCN(c2ccccc2)CC1 (centres undefined)	3	10
N#CC1=C(N)Oc2n[nH]c(-c3ccc(F)cc3)c2C1c1ccncc1 (centres undefined)	13	nt
CC(Sc1nc(NCc2ccccc2)nc(N2CCOCC2)n1)C(=O)Nc1ccccc1 (centres undefined)	24	-6
O=C(Nc1ccccc1Cl)ON=C1c2ccccc2-c2ccccc21	nt	-14
COc1ccc2cc3cc(C(=O)NCc4ccc5c(c4)OCO5)oc3nc2c1	14	nt
CNC(=O)c1cc2cccc(OC)c2oc1=O	13	-13
CNC(=O)c1cc2cc(OC)ccc2oc1=N	-10	42*
O=C(c1ccco1)N1CCC(c2nc(-c3ccc(F)cc3)no2)CC1	-7	5
COC(=O)c1cn(NC(=O)C2COc3ccccc3O2)c(=O)c2ccccc12 (centres undefined)	5	16
COC(=O)CSc1nnc(-c2ccoc2C)n1-c1ccc(C)cc1	-29	3
CCCc1c(C)c2ccccc2[nH]c1=O	-44	-11
CC(C)NC(=O)c1sc2nc(-c3cccs3)cc(-c3cccs3)c2c1N	nt	-8
COc1ccc2c(c1)CCCC21NC(=O)NC1=O (centres undefined)	4	-12
O=C1Nc2ccccc2C(O)(C(=O)NCc2ccco2)N1c1ccc(Cl)c(Cl)c1 (centres undefined)	-10	16
C/C(=N/O)c1ccccn1	nt	4
CCOc1ccc(CN2C(=O)c3ccccc3C2C(=O)NCc2cccnc2)cc1 (centres undefined)	-10	10
COC(=O)C(C)(C(=O)OC)c1ccccc1[N+](=O)[O-]	nt	-16
Cc1nn(Cc2ccc(Cl)cc2Cl)c(C)c1NC(=O)NC12CC3CC(CC(C3)C1)C2	nt	1
CCn1c(Cc2ccccc2)nnc1SCC(=O)c1cccc([N+](=O)[O-])c1	nt	-8
COc1ccc(C(=O)Nn2c(C)ccc2C)cc1OC	-1	-11
Cc1ccc(C(C)NC(=O)c2c(C)noc2C)cc1C (centres undefined)	-5	-12
COc1ccc(-c2noc(CCC(=O)Nc3cccnc3)n2)cc1OC	-3	-10
CCOc1ccc(N(CC(=O)NCc2ccccc2)S(=O)(=O)c2c(C)noc2C)cc1	27	-9
COC(=O)/C(=C\c1c[nH]c2ccccc12)NC(C)=O	nt	2
CC(=O)NC(CCS(C)(=O)=O)C(=O)Nc1c(F)cccc1F (centres undefined)	7	nt
NC(=O)c1c(NC(=O)CSc2nnc(Cc3ccccc3)n2Cc2ccco2)sc2c1CCC2	-8	36
COc1cc2[nH]c(=O)n(CCCC(=O)N3CC=C(c4ccccc4)CC3)c(=O)c2cc1OC	-32	52*
FC(F)(F)c1ccc(C2[C@H]3CN(Cc4ccc(-c5ccccc5)cc4)[C@H](c4ccccc4)C34CC2(c2cccnc2)C4)cc1 (some centres undefined)	nt	-7
O=C(c1cc2cc(Cl)ccc2oc1=O)N1CCCC1	-6	7
Cc1cc(C(=O)COC(=O)C2=NNC(=O)CC2)c(C)n1-c1ccc(OC(F)F)cc1	nt	-14
Cc1cc(C(=O)OCC(=O)N2c3ccccc3CC2C)c(C)o1 (centres undefined)	-17	-5
COc1ccc(NC(=O)Cn2c(=O)sc3ccccc32)cc1	nt	-3
CCOC(=O)CSc1nnc(CNC(=O)c2ccc(OC)cc2)n1C1CCCCC1	-4	-10
O=C(Nc1ccccc1C(=O)NCC1CCCO1)c1ccc(Cl)cc1Cl (centres undefined)	nt	16
COc1cc2c(cc1OC)C(COc1ccc(F)cc1)N(C(=O)c1ccco1)CC2 (centres undefined)	-13	11
O=C(Nc1ccccc1)N1CCN(Cc2ccc3c(c2)OCO3)CC1	-7	-18
CCC(=O)Nc1ccc(S(=O)(=O)Nc2cccc(C)c2)cc1OC	-63	11
COc1ccc(/C(O)=C2\C(=O)C(=O)N(CCN(C)C)C2c2cc(OC)c(OC)c(OC)c2)c(C)c1 (centres undefined)	5	12
Fc1cccc(-n2c(-c3ccco3)nc3nc4ccccc4nc32)c1	7	nt
Cc1cc(C)n(Cc2cc(C)c(Cn3nc(C)cc3C)cc2C)n1	-5	nt

Full records, looked up by structure. Order of screens: RT RNaseH block, RmlC RmlD mix
Record of Cc1ccc(-n2nnnc2SCC(=O)Nc2c(C)n(C)n(-c3ccccc3)c2=O)cc1 = 4, 0
Record of Cc1cccc(NC(=O)CSc2nnc(-c3ccco3)c(-c3ccco3)n2)c1C = nt, 122
Record of CCOC(=O)CSc1nnc(CNC(=O)c2ccc(OC)cc2)n1C1CCCCC1 = -4, -10
Record of COc1cc2c(cc1OC)C(COc1ccc(F)cc1)N(C(=O)c1ccco1)CC2 (centres undefined) = -13, 11
Record of CNC(=O)c1cc2cc(OC)ccc2oc1=N = -10, 42*

Continuation.
SMILES	RT RNaseH block	RmlC RmlD mix
COc1ccc(CCNC(=O)CSc2nc(O)c(C(C)C)c(=O)[nH]2)cc1OC	nt	7
CC(C)Cc1oc(C(=O)O)cc1CN	nt	-2
COc1ccccc1-c1cc(C(=O)N/N=C/C=C/c2ccccc2[N+](=O)[O-])c2ccccc2n1	nt	-12
COC(=O)Cc1cc(=O)[nH]c(/N=C(/NC(=O)c2ccccc2)Nc2ccccc2C)n1	53*	nt
COc1ccc(-c2nn(-c3ccccc3)cc2CO)cc1	nt	13
O=C(CSc1ccc2nnc(-c3ccccn3)n2n1)Nc1ccc2c(c1)OCCO2	-5	9
CCCN(CCO)CCCc1ccccc1	nt	8
COCCn1c(C)cc(C(=O)CSc2nc3ccccc3o2)c1C	-34	6
COCCCNC(=O)/C=C/c1ccc(Cl)cc1Cl	nt	2
CN=C1SC(CC(=O)Nc2ccccc2F)C(=O)N1C (centres undefined)	-11	-10
COC(=O)c1c(NC(=O)Cc2cccs2)sc(C(=O)NC2CCCCC2)c1C	nt	4
CCOC(=O)C1C(=O)NC(N2CCCCC2)=NC1C(C)C (centres undefined)	-10	60
Cc1ccccc1NC(=O)C(C)O/N=C/c1cccc([N+](=O)[O-])c1 (centres undefined)	nt	6
CCN1CCN(CCNC(=O)CS(=O)(=O)Cc2nc(-c3ccc(C)cc3)oc2C)CC1	-6	-11
COc1ccc(C2CC(c3c(O)cc(C)oc3=O)=NCCS2)c(OC)c1 (centres undefined)	-13	8
O=c1c([N+](=O)[O-])c(N2CCCCC2)c2ccccc2n1-c1ccccc1	nt	2
COc1ccc(C2c3c(oc4ccc(C)cc4c3=O)C(=O)N2c2cc(C)ccn2)cc1OC (centres undefined)	-15	4
CC(Cc1ccccc1)C(=O)NCc1nc2ccccc2s1 (centres undefined)	nt	1
CCn1c(=N)c(C(=O)NC)cc2c(=O)n3cccc(C)c3nc21	-24	nt
CC1(C)C(=O)OC(c2cccs2)C(C)(C)C1=O (centres undefined)	-14	12
C#CCOCCOCCOCCNc1nc(N2CCN(C(=O)[C@H]([C@@H](C)O)n3cc(CCCCN)nn3)CC2)nc(N2CCN(C(=O)[C@H]([C@@H](C)CC)n3cc(CCCN=C(N)N)nn3)CC2)n1	nt	10
CCn1c2ccccc2c2cc(NC(=O)CSc3nnc(-c4ccc(OC)c(OC)c4)n3N)ccc21	nt	11
COc1ccccc1N1CCN(CC(=O)c2c(C)[nH]c3ccccc23)CC1	4	0
CC1(C)CC(=O)C2=C(C1)Nc1ccccc1N=C2	9	17
O=C(c1ccccc1)N1CCN(CC#CC2(O)CCCCC2)CC1	2	-12
Cc1cccc(NC(=O)c2ccccc2NC(=O)Cc2ccccc2)c1C	nt	4
CC1(C)CC(OC(=O)c2ccco2)CC(C)(C)N1O	-16	-10
CC(=O)CCC1C2C(O)C(C(C)C)C(OC(=O)/C=C/c3ccccc3)CC12C (centres undefined)	nt	5
CCOC(=O)CN1CC23C=CC(O2)C(C(=O)NCc2cccs2)C3C1=O (centres undefined)	-13	-12
CC(C)COC(=O)N1CC(O)CC1C(=O)O (centres undefined)	2	-10

A second format for part of the listing above:
Results follow in this order: RT RNaseH block | RmlC RmlD mix
CCC(=O)Nc1ccc(S(=O)(=O)Nc2cccc(C)c2)cc1OC
→ -63 | 11
COc1ccc(/C(O)=C2\C(=O)C(=O)N(CCN(C)C)C2c2cc(OC)c(OC)c(OC)c2)c(C)c1 (centres undefined)
→ 5 | 12
Fc1cccc(-n2c(-c3ccco3)nc3nc4ccccc4nc32)c1
→ 7 | nt
Cc1cc(C)n(Cc2cc(C)c(Cn3nc(C)cc3C)cc2C)n1
→ -5 | nt
COc1ccc(CCNC(=O)CSc2nc(O)c(C(C)C)c(=O)[nH]2)cc1OC
→ nt | 7
CC(C)Cc1oc(C(=O)O)cc1CN
→ nt | -2
COc1ccccc1-c1cc(C(=O)N/N=C/C=C/c2ccccc2[N+](=O)[O-])c2ccccc2n1
→ nt | -12

Further entries:
SMILES	RT RNaseH block	RmlC RmlD mix
N=c1c(S(=O)(=O)c2ccccc2)cc2c(=O)n3ccccc3nc2n1CCN1CCOCC1	-13	nt
CCCN1CC=C2C(C#N)=C(N)C(C#N)(C#N)C(c3cccc(OC)c3OC)C2C1 (centres undefined)	-6	22
O=C(CSC(=S)N1CCOCC1)Nc1nc(-c2ccccc2)c(-c2ccccc2)o1	nt	9
O=C(Nc1ccc2c(c1)OCO2)[C@@H]1[C@@H]2C(=O)N(C3CCCCC3)C(=O)[C@@H]2C2c3ccccc3C=CN21 (some centres undefined)	42	13
O=C(CCn1c(=O)sc2ccccc21)NC1=NCCS1	-92	10
CCOC(=O)C1=C(COc2ccccc2)NC(=O)NC1c1ccc2ccccc2c1 (centres undefined)	nt	20
O=S(=O)(NCc1cccnc1)c1ccc(Cl)c(Cl)c1	-28	10
CCOC(=O)CN1C(=N)N(c2nc(NC(C)C)nc(NC(C)C)n2)CC1=O	nt	-90
CS(=O)(=O)N(CCc1ccccc1)CC(=O)NCc1ccco1	8	4
Cc1cc(O)c(C(C)C)cc1N=C1CSC(=O)N1	67*	8
CC1CCc2nn(CC(=O)NCCCN3CCCCC3)cc2C1 (centres undefined)	-21	-12
CCc1nnc(NC(=O)COC(=O)CN2C(=O)c3ccccc3C2=O)s1	-3	-14
CCCCOC(=O)C1=C(C)NC2=C(C(=O)CCC2)C1c1cc(OC)ccc1OC (centres undefined)	-44	nt
C=CCNC(=O)c1onc(CSc2ccc(C)c(C)c2)c1C(=O)O	nt	-9
O=C(Cn1cnc2c(cnn2-c2ccccc2)c1=O)N1CCN(c2ccc(F)cc2)CC1	-8	8

Brought forward from above: 2 compounds; new compounds follow.
SMILES	RT RNaseH block	RmlC RmlD mix
C=CCNC(=O)c1onc(CSc2ccc(C)c(C)c2)c1C(=O)O	nt	-9
O=C(Cn1cnc2c(cnn2-c2ccccc2)c1=O)N1CCN(c2ccc(F)cc2)CC1	-8	8
Cc1cccc(C)c1NC(=O)CSc1nnc([C@@H]2CCCN2C(=O)OC(C)(C)C)o1	0	1
Cc1ccc(C)c(NC(=S)NNC(=O)c2csc3c2CCC(C)C3)c1 (centres undefined)	nt	-47
CC1(C)CC(=NO)CC(C)(C)N1	-7	80
FC(F)(F)c1cnc(Oc2ccccc2-c2nnc(-c3ccc(Cl)cc3)o2)c(Cl)c1	nt	-5
CC1CCN(CC(O)COC2CCC(C(C)(C)C)CC2)CC1 (centres undefined)	-7	-10
O=C(NCC1CCCO1)c1ccc(NC(=O)C2CCCCC2C(=O)O)cc1 (centres undefined)	-2	-13
CCN(CC)C(=O)Sc1cccc2cccnc12	-2	9
O=C(CN(CCc1ccccc1)C(=O)CNS(=O)(=O)c1ccc(F)cc1)NCc1ccco1	3	9
COc1cccc(/C=N/NC(=O)CSCC(=O)Nc2ccccc2)c1O	nt	-26
O=C(CSc1nc(C2CC2)nc2ccccc12)N1c2ccccc2Sc2ccc(C(F)(F)F)cc21	nt	-1

Fetched one by one from above:
SMILES	RT RNaseH block	RmlC RmlD mix
FC(F)(F)c1cnc(Oc2ccccc2-c2nnc(-c3ccc(Cl)cc3)o2)c(Cl)c1	nt	-5
COc1cccc(/C=N/NC(=O)CSCC(=O)Nc2ccccc2)c1O	nt	-26

From PubChem
